Source: PubChem
Smad3 inh – Smad3 (human) transcription factor binding inhibition. P84022. TR-FRET Smad3/Dy647-FoxH1 peptide binding, europium anti-His. inhibition, % at 25 µM. actives 0.29% (n = 88,000);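 active means compounds that reduce the energy-transfer binding signal between the protein and its labelled peptide by more than half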;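 further: 0% = Smad3 plus labelled peptide maximal FRET and 100% = peptide-only background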
ERb coact inh – ER-beta (human) coactivator binding inhibition | Q92731 | TR-FRET ER-beta LBD / SRC1-Cy5 peptide binding; receptor agonist-loaded with 1 µM estradiol | inhibition, % at 25.6 µM | actives 1.3% (n = 86,000);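 active means compounds whose percent inhibition of the receptor-coactivator binding signal exceeds about 50% in the single-dose screen, limit read from the data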;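 further: 0% = receptor plus peptide wells without compound and 100% = peptide-only wells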
Target sequence (Q92731 whole entry, looked up, the tested form may be a part): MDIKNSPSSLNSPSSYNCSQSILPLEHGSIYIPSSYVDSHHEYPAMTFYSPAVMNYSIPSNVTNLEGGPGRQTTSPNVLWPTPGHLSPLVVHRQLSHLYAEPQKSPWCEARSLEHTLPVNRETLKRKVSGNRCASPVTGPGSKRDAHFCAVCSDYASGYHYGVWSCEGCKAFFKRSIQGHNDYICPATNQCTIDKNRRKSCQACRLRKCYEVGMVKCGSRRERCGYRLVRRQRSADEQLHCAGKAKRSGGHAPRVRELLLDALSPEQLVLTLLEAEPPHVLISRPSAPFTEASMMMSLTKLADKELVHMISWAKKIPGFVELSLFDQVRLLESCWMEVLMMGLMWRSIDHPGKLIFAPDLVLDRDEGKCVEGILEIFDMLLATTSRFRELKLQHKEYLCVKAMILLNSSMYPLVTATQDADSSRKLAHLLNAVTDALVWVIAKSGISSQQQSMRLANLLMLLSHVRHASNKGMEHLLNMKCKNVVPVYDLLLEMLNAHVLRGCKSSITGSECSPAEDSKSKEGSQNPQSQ
sEH inhibitor – inhibitors of human soluble epoxide hydrolase | recombinant human sEH enzymatic activity assay | actives 0.34% (n = 91,000) | inhibition, % at 2 µM; in the data active means inhibition above about 80%; further: values of inactives mirror those of a sister screen read the other way; many of its hits are not listed in these tables
HUVEC tox TNFa – toxic to HUVEC cells under TNF alpha stimulation. HUVEC TNFalpha-stimulated, Hoechst cell count, imaging. cell count reduction, % at 2 µM. actives 0.17% (n = 93,000);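 active means cell count reduction exceeding the screen mean by over 5 SD, scaled to untreated wells per plate, cut at about 78% in these data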;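 further: cells counted after 24 h of TNF alpha exposure following the 1 h pretreatment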
Calb biofilm kill – kills Candida albicans biofilms; C. albicans biofilm + clotrimazole, Alamar Blue; inhibition, % at 6 µM; actives 0.14% (n = 85,000); AID 834;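 active means inhibition above 20%; inactive means inhibition below 20%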;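 further: preformed 24 hr biofilms exposed to compound for 48 hr; 0% = biofilm without compound and 100% = blank killed by clotrimazole plus chlorhexidine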
HUVEC tox IL1B – HUVEC cytotoxicity counter-screen, IL-1B stimulated; HUVEC cell count loss, Hoechst imaging; cell count reduction, % at 2 µM; actives 0.41% (n = 94,000); AID 845;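 active means cell count reduction more than 3 SD above the screen-wide mean, cut at about 70% in these data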;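 further: normalized per plate to untreated control cells as the no-loss baseline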
cytoskel mod – cytoskeleton assembly modification; HUVEC TNFa F-actin phalloidin imaging, high content; AID 836; inhibition, % at 2 µM; actives 0.18% (n = 91,000);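 active means inhibition above the batch mean plus 3 SD and confirmed as a hit by visual image inspection, cut at about 30% in these data, passing the limit was not always enough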; further: strong numbers were not always called active
sEH act – increases human soluble epoxide hydrolase activity; purified human sEH enzymatic activity, activator screen; activation, % at 2 µM; actives 0.04% (n = 91,000); in the data active means activation above about 37%; further: values of inactives mirror those of a sister screen read the other way
VCAM1 TNFa inh – reduces TNF alpha induced VCAM1 expression in HUVEC; actives 0.48% (n = 95,000); HUVEC TNFa-induced VCAM-1 immunofluorescence, high-content imaging; inhibition, % at 2 µM;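 active means inhibition above the batch mean plus 3 SD, with images confirmed as a hit by eye, cut at about 37% in these data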;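 further: 0% = TNF-stimulated DMSO wells and 100% = unstimulated control wells; not every result past the cut was called active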
Numbers without * were called inactive; nt = not tested or not shown; [ ] = remark or other dose.

SMILES	Smad3 inh	ERb coact inh	sEH inhibitor	HUVEC tox TNFa	Calb biofilm kill	HUVEC tox IL1B	cytoskel mod	sEH act	VCAM1 TNFa inh
CCn1c(C)c(C(C)=O)c(N2CCC(C(N)=O)CC2)nc1=S	1.3	2.5	1.6	-32.4	-3.9	1.1	24.4	-2.3	-31.3
Cc1ccc(S(=O)(=O)N(CC(=O)NCCC2=CCCCC2)Cc2ccccc2)cc1	nt	nt	2.8	-20.2	nt	-33.3	9.9	-2.7	-25.6
C/C(=C/C(=O)NCc1ccccc1)C(=O)O	nt	nt	5.1	-23.0	nt	2.1	2.2	-4.3	11.7
Cc1ccc(C(=O)CSc2ncnc3sc4c(c23)CCC(C)C4)cc1 (stereo unspecified)	-10.8	0.7[fluorescence artefact?]	-2.1	-17.3	7.8	9.8	-3.0	7.8	27.2
CCOC(=O)N1CCN(C(=O)CS(=O)(=O)c2cn(Cc3ccc(Cl)cc3)c3ccccc23)CC1	-7.5	6.1	-1.8	2.6	6.9	1.7	-27.2	0.7	22.5
Nn1c(SCC(=O)Nc2ccc(F)cc2F)nnc1-c1cccnc1	-4.8	-0.3	4.7	-27.7	2.5	-41.5	nt	-2.9	-0.7
O=C(Nc1nc(-c2cccs2)cs1)c1ccc(Cl)cc1	1.7	-10.7	-0.9	-8.1	2.5	-8.9	7.9	0.3	6.6
O=C(O)CCc1ccc(-c2ccccc2)n1NC(=O)c1ccco1	-0.9	-1.7	9.7	13.3	5.7	-28.9	-9.8	-7.3	3.2
C=CCNC(=S)/N=c1\sccn1C	4.5	-13.5	-1.5	-3.3	6.6	1.0	9.5	5.2	11.6
O=C(c1cccs1)N1CCn2c1nc1ccccc12	18.5	-21.9	5.1	-10.8	5.8	1.8	-6.4	-6.9	10.9
Cc1cc(NC(=O)c2cc(-c3cccnc3)nc3c(C)c(C)ccc23)no1	7.3	22.7	7.2	-27.6	6.3	40.1	-14.8	-4.4	14.1
COc1ccc(S(=O)(=O)Nc2cc(C)nn2-c2ccccc2)cc1	nt	nt	8.4	-5.8	nt	-27.7	-20.1	-7.6	-10.9
COc1ccc(-c2nc(Cn3c(SCc4ccc(C)cc4)nc4ccncc43)c(C)o2)cc1OC	3.3	35.6[fluorescence artefact?]	-1.5	-14.4	-1.2	-46.3	7.1	0.7	-4.6
C=C(C)Cn1c(CCNC(=O)CC)nc2ccccc21	nt	nt	-7.1	-19.8	nt	-10.8	-1.7	9.3	0.0
CCOC(=O)c1[nH]c2ccc(F)cc2c1NC(=O)Nc1ccccc1OC	nt	nt	-5.0	-24.0	nt	-18.9	13.0	5.2	9.0
Nc1ccc(C(=O)OCc2nc3c(ccc4ccccc43)[nH]2)cc1	14.7	-17.5	-7.2	-10.2	1.5	-8.1	-1.4	7.2	23.0
S=C1CCSc2ccc(Cl)cc2N1	3.1	2.1	3.9	16.3	11.7	nt	-2.8	-2.7	26.6
CCOC(=O)c1c(N)sc(-c2ccccc2)c1C	-13.5	6.1[fluorescence artefact?]	-1.0	-10.1	-0.2	-22.8	-1.2	0.7	-45.3
Cc1ccc2[nH]c(=O)c(CN(C)C(=O)c3ccccn3)cc2c1	-5.3	3.5[fluorescence artefact?]	nt	-8.6	5.7	8.6	-14.9	nt	-0.3
COc1ccc2[nH]c(=O)c(C(c3nnnn3CC3CCCO3)N3CCc4ccccc4C3)cc2c1 (stereo unspecified)	0.1	2.5	-7.7	4.0	7.2	4.5	-4.5	9.2	7.4
COc1ccc(-c2nnc(N3CCCCC3)c3ccccc23)cc1	nt	nt	11.4	-7.6	nt	0.7	5.5	-8.9	8.7
COc1cccc2c(C)nc(Nc3nc(CSc4nnc(C)s4)cc(=O)[nH]3)nc12	10.7	-3.2	10.5	-9.6	-2.7	-3.7	-12.7	-9.4	22.8
Cc1cccc(NC(=O)CSc2nnc(C)n2Cc2ccccc2)c1	9.1	-1.9	5.0	1.1	1.5	-6.4	-12.5	-7.7	10.6
CCOC(=O)c1cc(OC(=O)c2cccnc2)n(-c2ccccc2)n1	-7.0	-6.3	5.4	nt	2.7	1.0	4.1	-7.1	-5.2
O=c1[nH]c(SCc2n[nH]c(=S)n2-c2ccccc2)nc2sc3c(c12)CCC3	6.0	11.4	9.7	nt	2.2	-9.6	0.7	-7.3	4.3
CC(C)(C)c1csc(NC2=NS(=O)(=O)c3ccccc32)n1	12.6	-13.2	1.3	8.8	-5.8	8.7	-10.4	1.1	-24.2
CSc1ccc(/C=N\NC(=O)CNc2ccc(C)cc2)cc1	nt	nt	0.9	4.3	nt	-21.3	-4.6	-0.1	-2.9
Cc1ccc(C)c(S(=O)(=O)NCc2ccc(C(=O)N3CCCCC3C)cc2)c1 (stereo unspecified)	-1.8	-4.4[fluorescence artefact?]	-17.0	-18.4	8.5	6.8	6.0	14.2	-2.9
Oc1ccccc1CNn1cnnc1	-3.1	-4.8	2.4	-5.9	5.0	-16.2	-30.7	-3.9	-5.8
COc1ccc(CCN(C(=S)Nc2ccccc2)C2CC(=O)N(c3ccccc3)C2=O)cc1 (stereo unspecified)	nt	nt	-10.9	-11.6	nt	-9.4	12.2	11.4	-13.1

Copied from the list:
In VCAM1 TNFa inh, Nn1c(SCC(=O)Nc2ccc(F)cc2F)nnc1-c1cccnc1 shows -0.7
In HUVEC tox TNFa, C/C(=C/C(=O)NCc1ccccc1)C(=O)O shows -23.0
In HUVEC tox TNFa, O=C(Nc1nc(-c2cccs2)cs1)c1ccc(Cl)cc1 shows -8.1
In sEH act, COc1cccc2c(C)nc(Nc3nc(CSc4nnc(C)s4)cc(=O)[nH]3)nc12 shows -9.4

Two compounds picked at random from those above, as already listed:
SMILES	Smad3 inh	ERb coact inh	sEH inhibitor	HUVEC tox TNFa	Calb biofilm kill	HUVEC tox IL1B	cytoskel mod	sEH act	VCAM1 TNFa inh
S=C1CCSc2ccc(Cl)cc2N1	3.1	2.1	3.9	16.3	11.7	nt	-2.8	-2.7	26.6
O=C(O)CCc1ccc(-c2ccccc2)n1NC(=O)c1ccco1	-0.9	-1.7	9.7	13.3	5.7	-28.9	-9.8	-7.3	3.2

Limited to HUVEC tox IL1B and HUVEC tox TNFa, for three of the compounds above:
structure | HUVEC tox IL1B | HUVEC tox TNFa
Oc1ccccc1CNn1cnnc1 | -16.2 | -5.9
CCOC(=O)c1cc(OC(=O)c2cccnc2)n(-c2ccccc2)n1 | 1.0 | nt
CCn1c(C)c(C(C)=O)c(N2CCC(C(N)=O)CC2)nc1=S | 1.1 | -32.4

Another view of some results above.
structure | Smad3 inh | ERb coact inh | sEH inhibitor | HUVEC tox TNFa | Calb biofilm kill | HUVEC tox IL1B | cytoskel mod | sEH act | VCAM1 TNFa inh
Nc1ccc(C(=O)OCc2nc3c(ccc4ccccc43)[nH]2)cc1 | 14.7 | -17.5 | -7.2 | -10.2 | 1.5 | -8.1 | -1.4 | 7.2 | 23.0
S=C1CCSc2ccc(Cl)cc2N1 | 3.1 | 2.1 | 3.9 | 16.3 | 11.7 | nt | -2.8 | -2.7 | 26.6
CCOC(=O)c1c(N)sc(-c2ccccc2)c1C | -13.5 | 6.1[fluorescence artefact?] | -1.0 | -10.1 | -0.2 | -22.8 | -1.2 | 0.7 | -45.3
Cc1ccc2[nH]c(=O)c(CN(C)C(=O)c3ccccn3)cc2c1 | -5.3 | 3.5[fluorescence artefact?] | nt | -8.6 | 5.7 | 8.6 | -14.9 | nt | -0.3
COc1ccc2[nH]c(=O)c(C(c3nnnn3CC3CCCO3)N3CCc4ccccc4C3)cc2c1 (stereo unspecified) | 0.1 | 2.5 | -7.7 | 4.0 | 7.2 | 4.5 | -4.5 | 9.2 | 7.4

The list is partial; the hit share may differ from the screen's.
